Screening data: PubChem, National Center for Advancing Translational Sciences (NCATS)
TDP43 rescue: qHTS of TDP-43 Inhibitors. TDP-43 expressing yeast growth rescue, BacTiter-Glo, 24 h. Potency, µM (highest dose often 46.1 µM), inactives show at the highest dose growth rescue (activation), hits mostly activators. actives 1.8% (n = 410,000). AID 652104, 2013; also: potency is read from the fitted curve at half-maximal effect; % of control where 0% means no effect; nearly all actives have a fitted effect of over 50% in size
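Growth rescue of TDP-43-toxic yeast measured as ATP luminescence (BacTiter-Glo). Cells grown to mid-log in raffinose, induced in galactose at OD600=0.02, exposed to compound 24 hr at 30 deg C.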
Mm-Cpn inhibitor: Inhibitors of TCP-1 ring complex (TRiC) of Methanococcus maripaludis (MmCpn): qHTS | actives 0.031% (n = 330,000) | Chaperonin Mm-Cpn (Methanococcus maripaludis) | Potency, µM (highest dose often 76.9 µM), inactives show at the highest dose activity, negative = inhibition, most hits filed as inhibitors | purified Mm-Cpn ATPase, ADP Transcreener TR-FRET; also: potency is read from the fitted curve at half-maximal effect; % is scaled to controls: 0 for no effect and ±100 for the full control effect; nearly all actives have a fitted effect of over 80% in size
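Measured: ADP formation by purified Mm-CPN. Conditions: 25 nM protein, 10 uM ATP, Tris pH 7.4 with Mg2+, K+ and DTT, 37°C for 30 min. Detection: Transcreener HTRF after 30 min at room temperature.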
GLP1R cytotox: qHTS of GLP-1 Receptor Inverse Agonists: Cytotox Screen; actives 0.13% (n = 410,000); Potency, µM (top dose mostly 38.3 µM), for inactives: at the top dose activity change, negative = inhibition, most hits filed as inhibitors; AID 624418, 2012; HEK293 cAMP-luciferase reporter cells, luminescence, 24 h;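 also: loss of luciferase light is scored as toxicity; potency is read from the fitted curve at half-maximal effect; % is scaled to controls: 0 for no effect and ±100 for the full control effect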
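A 23 nL compound transfer followed 12 hours of cell culture at 37 deg C; exposure then lasted 24 hr. Luciferase assay detection reagent was dispensed and plates read for luminescence after a 12 min room-temperature wait.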
GLP-1R inv ag: qHTS of GLP-1 Receptor Inverse Agonists (Inhibition Mode) | actives 1.6% (n = 410,000) | Potency, µM (highest dose often 38.3 µM), for inactives: at the top dose activity change, negative = inhibition, usual class: inhibitors | HEK293 GLP-1R CRE-luciferase, luminescence, 24 h; GLP-1R form is constitutively active; also: potency is read from the fitted curve at half-maximal effect; % is scaled to controls: 0 for no effect and ±100 for the full control effect; nearly all actives have a fitted effect of over 55% in size
Target sequence (P43220 whole entry, looked up): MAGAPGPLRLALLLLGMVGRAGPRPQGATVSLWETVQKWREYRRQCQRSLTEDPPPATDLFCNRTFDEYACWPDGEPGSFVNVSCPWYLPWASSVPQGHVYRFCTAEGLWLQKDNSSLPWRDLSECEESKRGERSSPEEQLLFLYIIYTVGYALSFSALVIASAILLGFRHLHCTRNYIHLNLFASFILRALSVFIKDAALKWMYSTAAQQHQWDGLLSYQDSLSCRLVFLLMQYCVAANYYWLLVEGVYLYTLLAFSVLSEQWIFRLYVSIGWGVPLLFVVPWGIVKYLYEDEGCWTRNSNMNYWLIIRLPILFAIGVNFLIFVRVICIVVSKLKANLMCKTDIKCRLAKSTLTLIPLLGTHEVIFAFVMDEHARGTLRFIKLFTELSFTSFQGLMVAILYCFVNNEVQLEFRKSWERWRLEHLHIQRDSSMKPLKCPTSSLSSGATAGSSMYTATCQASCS
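Stable HEK293 clone (constitutively active GLP-1R + cAMP-response luciferase); 200 cells/uL plated, 12 h pre-culture, compound 24 hr, 37 deg C/5% CO2; detection reagent 12 min RT; luminescence.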
PTHR1 ag: qHTS for PTHR1 Agonists: Primary Screen; Potency, µM (series often up to 115 µM), for inactives: at the highest dose activation, usual class: activators; HEK293 GP2 PTHR1 cells, GloSensor cAMP luminescence, 1 h; Parathyroid hormone/parathyroid hormone-related peptide receptor (Homo sapiens), Q03431; actives 0.075% (n = 410,000); also: potency is read from the fitted curve at half-maximal effect; nearly all actives have a fitted effect of over 55% in size; some results filed as inactive show a strong effect at the top dose; inactives centre near -15; many of its hits are not listed in these tables
Target sequence (Q03431 whole entry, looked up): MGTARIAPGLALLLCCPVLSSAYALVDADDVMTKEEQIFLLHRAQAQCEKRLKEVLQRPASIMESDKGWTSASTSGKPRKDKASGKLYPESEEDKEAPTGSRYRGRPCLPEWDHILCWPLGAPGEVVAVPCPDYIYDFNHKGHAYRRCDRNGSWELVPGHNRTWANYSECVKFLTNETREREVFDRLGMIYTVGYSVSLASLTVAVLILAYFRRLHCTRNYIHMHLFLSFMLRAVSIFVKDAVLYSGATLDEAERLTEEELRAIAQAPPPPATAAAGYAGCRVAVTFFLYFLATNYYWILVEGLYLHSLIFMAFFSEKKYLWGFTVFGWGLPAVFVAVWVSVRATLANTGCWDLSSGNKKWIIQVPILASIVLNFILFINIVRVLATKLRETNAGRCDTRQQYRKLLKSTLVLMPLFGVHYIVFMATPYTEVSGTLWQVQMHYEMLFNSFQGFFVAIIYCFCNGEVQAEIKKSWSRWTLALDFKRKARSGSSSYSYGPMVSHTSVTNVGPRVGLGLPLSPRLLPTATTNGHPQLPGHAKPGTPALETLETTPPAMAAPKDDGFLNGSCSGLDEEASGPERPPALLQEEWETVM
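HEK-293-derived GP2 cells expressing PTHR1 and a GloSensor cAMP reporter, 3,000/well, plated overnight, given luciferin plus IBMX (each 0.5 mM as added) for 1 h at 37 °C, then compound for 1 h at 37 °C. Luminescence was read after 15 min at room temperature.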
Abeta rescue: qHTS for compounds that reverse cellular toxicity of Amyloid beta (A-beta) peptide in yeast: Primary Screen. yeast expressing A-beta42, growth rescue, OD600, 48 h; response scale: 0% DMSO, 100% iron-clioquinol control. actives 0.063% (n = 410,000). Potency, µM (highest dose often 46.1 µM), inactives show at the highest dose growth rescue, usual class: activators; also: potency is read from the fitted curve at half-maximal effect; nearly all actives have a fitted effect of over 55% in size
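Yeast growth medium received pinned compounds, then yeast cells expressing toxic A-beta were added; plates incubated at 30 C for 48 hr. Growth read as absorbance at 600 nm, normalized to DMSO and equimolar FeCl3 plus clioquinol controls.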
aSyn rescue: qHTS of alpha-syn Inhibitors | Yeast expressing alpha-synuclein, growth rescue, BacTiter-Glo, 24 h | Potency, µM (series often up to 46.1 µM), without a hit: top-dose growth rescue (activation), usual class: activators | actives 0.14% (n = 370,000); also: potency is read from the fitted curve at half-maximal effect; % of control where 0% means no effect; nearly all actives have a fitted effect of over 65% in size
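Readout is rescue of growth in alpha-synuclein-expressing yeast, so inhibitors of toxicity appear as activators. Growth after 24 hr at 30 deg C in galactose medium is quantified by luminescence.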
pAkt inh: HTS Assay for Inhibitors of Akt Phophorylation: Primary Screen | Neuro2A IGF-stimulated pAkt S473 HTRF, 20 min; stronger effect = lower value | activity change, % for hits at 50 µM | actives 0.32% (n = 360,000) | AID 651550, 2012; in the data active = activity change below about -80%; inconclusive = mostly about -51% to -80%; also: % is scaled to controls: 0 for no effect and ±100 for the full control effect
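Single-point screen (50 µM final compound) in Neuro2A cells stimulated 20 min with 6 nM IGF at 37 deg C. After lysis, Ser473-phosphorylated Akt read by HTRF (ex 330 nm, em 615/665 nm) as the 665/615 ratio.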
FUS yeast rescue: qHTS for Suppressors of FUS Proteinopathy: Primary screen using FUS-linked yeast assay; actives 0.24% (n = 390,000); Potency, µM (top dose mostly 76.6 µM), inactives show at the top dose growth rescue (activation), hits mostly activators; S. cerevisiae FUS-expressing, growth rescue, OD600, 24 h; AID 1347120, 2019;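 also: potency is read from the fitted curve at half-maximal effect; plate controls were DMSO vehicle for no effect and reference control for full effect; nearly all actives have a fitted effect of over 55% in size; some results filed as inactive show a strong effect at the top dose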
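Steps: raffinose overnight preculture; dilution to OD 0.005 in 2% galactose minimal medium; compound addition (concentration series); 24hr at 30C, 99% humidity; absorbance read at 600 nm.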
The depositor's hits bear a star; i = inactive; ? = inconclusive; . = not tested or not shown; & = joins results of further samples; ! = repeats disagree; [ ] = remark or other dose. Unless noted, calls follow the shape of the dose curve; as a rule, active = well fitted curve in the direction sought with a large enough effect; inconclusive = small, poorly fitted or top-dose-only effect, or another doubt; inactive = no such curve, though single readings can be large; an effect the other way counts as inactive or inconclusive. Only part of the results is shown; count on the stated rates, not on these rows.

SMILES	TDP43 rescue	Mm-Cpn inhibitor	GLP1R cytotox	GLP-1R inv ag	PTHR1 ag	Abeta rescue	aSyn rescue	pAkt inh	FUS yeast rescue
CN(Cc1cnccn1)Cc1nc(Cc2cccc(F)c2)no1	-9%	0%	1%	-12%	i	-3%	-5%	i	-11%
CCc1nc2ccccc2n1CC(C)C(=O)O (configuration not stated)	-21%	-4%	12%	4%	-13%[57.5 µM]	7%	0%	i	-10%
COc1cc(/C=N/NC(=O)c2cccc(NC(=O)c3ccccc3C)c2)ccc1O	-1%	-2%	-1%	4%	i	3%	-8%	i	15%
C=CCN1CCN(C(=O)c2cc3c(s2)CCCC3)CC1	-11%	0%	-2%	2%	i	2%	-1%	i	1%
O=c1ccc2cc(S(=O)(=O)Nc3ccc(F)cc3)ccc2o1	6%	-1%	11%	1%	-13%	13%	21%	i	10%
CCCc1cc(=O)[nH]c(SCC(=O)NN(c2ccccc2)c2ccccc2)n1	-22%	-2%	-9%	?	i	-11%	1%	i	18%
N#CCSc1nnc(-c2ccc3c(c2)OCO3)o1	14%	0%	15%	13%	i	-21%	4%	i	20%
COc1ccc(CCNC(=O)COC(=O)c2cccs2)cc1	21%	0%	-2%	21%	i	6%	-1%	i	5%
COCCCN(C(=S)NC(=O)c1ccc(C(C)(C)C)cc1)c1c(N)n(Cc2ccccc2)c(=O)[nH]c1=O	24%	0%	21%	?	-82%[inhibitor]	0%	5%	i	.
COc1cc(OC)c(C(=O)OCC(=O)Nc2c(C)n(C)n(-c3ccccc3)c2=O)cc1OC	8%	1%	3%	11%	-13%	3%	7%	i	-10%
O=C(CN1C(=O)NC2(CCCCC2)C1=O)NCC(=O)Nc1ccc(F)c(F)c1	-16%	0%	-6%	0%	-22%	-9%	-7%	i	26%
CC1CCCCC1NS(=O)(=O)CCNC(=O)c1ccccc1 (configuration not stated)	22%	-6%	-3%	-19%	i	2%	0%	i	.
O=C(CCN1C(=O)[C@@H]2Cc3ccccc3CN2C1=O)N[C@@H](C(=O)O)c1ccccc1	13%	2%	1%	8%	-2%	-6%	0%	i	11%
Cn1ncc2c(NNC(=O)c3ccc(Cl)cc3Cl)ncnc21	?	0%	-18%	12%	i	-12%	0%	i	.
Cc1ccc(C(=O)O)cc1NC1(c2ccccc2)C(=O)c2ccccc2C1=O	11%	.	1%	13%	-8%	4%	4%	.	-4%
Cc1ccc(NC(=O)CCn2nc(-c3ccccc3)c3ccccc3c2=O)c(C)c1	0%	.	6%	-13%	-51%[inhibitor]	-9%	.	.	38%
Cc1ccc(C(=O)NC2CC(C)(C)NC(C)(C)C2)cc1S(=O)(=O)N1CCCCC1	-14%	-1%	2%	?	i	-4%	-2%	i	15%
CC(=O)Nc1nnc(CCS(=O)(=O)c2ccc(Cl)cc2)s1	-11%	-1%	18%	28%	i	-1%	2%	i	-7%
COC(=O)c1ccc(-c2ccc(/C=N/NC(=O)Cc3nnc(N)s3)o2)cc1	9%	0%	13%	79%[activator]	-3%	9%	-8%	i	11%
CCc1ccc(CNC(=O)C2CCN(S(=O)(=O)N3CC(C)CC(C)C3)CC2)cc1 (configuration not stated)	-3%	-1%	0%	3%	-9%	6%	1%	i	-7%
O=C1CC(=O)C(n2cncn2)C(c2cccc(Cl)c2)C1 (configuration not stated)	25%	1%	-13%	-1%	i	12%	1%	i	25%
Cc1ccc(O)c(CNn2cnnc2)c1	-5%	0%	4%	0%	-18%[57.5 µM]	6%	-3%	i	-4%
COC(=O)c1ccccc1NC(=O)c1ccc(NS(C)(=O)=O)cc1	8%	-3%	-5%	74%[activator]	i	?	3%	i	-1%
COc1cccc(C2C(C(=O)Nc3ccc(Cl)cc3)=C(C)Nc3nc4ccccc4n32)c1OC (configuration not stated)	13%	.	16%	1%	i	-7%	.	.	-22%
C=CC[C@]12CCc3sccc3C1N(c1ccc(C(=O)OCC)cc1)C2=O (some centres not stated)	-15%	1%	9%	-5%	-31%[inhibitor]	-9%	-20%	i	?
O=C(O)CSc1ncnc2sc3c(c12)CCC3	3%	-8%	-14%	?	i	-6%	2%	i	.
CCN1CCN(S(=O)(=O)c2ccc(Cl)c(C(=O)N(CC)CC(=O)Nc3ccc(OC)cc3)c2)CC1	3%	2%	2%	-13%	-2%	11%	-1%	i	5%
O=C(Oc1c(-c2ccccc2Cl)oc2ccccc2c1=O)c1ccc(Cl)cc1	-13%	-9%	285%[activator]	?	-24%	5%	15%	i	.
Cc1ccccc1OCC(=O)N(Cc1ccc(N(C)C)cc1)C1CCS(=O)(=O)C1 (configuration not stated)	18%	-2%	-9%	21%	-1%	0%	3%	i	0%
Cn1nc(C(C)(C)C)c([N+](=O)[O-])c1C(=O)Nc1ccc(Br)cc1	11%	-8%	-6%	2.8µM*	-42%[inhibitor]	-14%	-16%	i	-21%
CCOc1ccc(N2CC(C(=O)Nc3ccccc3C(=O)NC3CC3)CC2=O)cc1 (configuration not stated)	-4%	0%	-13%	-23%	-23%	8%	-5%	i	-8%
Cc1ccccc1NC(=O)c1nc(S(C)(=O)=O)ncc1N(Cc1ccco1)Cc1sccc1C	3%	.	-2%	-23%	3%	1%	.	.	-4%
COC(=O)c1cc(C)nc2c1c(=O)nc(SCc1c(C)cc(C)cc1C)n2C1CC1	?	.	-6%	?	-68%[inhibitor]	-68%[inhibitor]	.	.	34%
CCOC(=O)N1CCC(NC(=O)C2CCCCN2S(=O)(=O)c2ccc(F)cc2)CC1 (configuration not stated)	21%	0%	3%	7%	-13%	16%	5%	i	11%
Cc1ccn2c(=O)cc(COc3cccc(NC(=O)Nc4cccc(Cl)c4C)c3)nc2c1	12%	.	4%	0%	i	-7%	.	.	-14%
CCC(CC)COC(=O)C1=C(C)NC(=O)NC1c1ccc2c(c1)OCO2 (configuration not stated)	-8%	1%	-8%	?	-23%	3%	10%	i	6%
CN(C1(C)CCS(=O)(=O)C1)S(=O)(=O)c1ccc(F)cc1 (configuration not stated)	15%	0%	1%	2%	-3%	14%	1%	i	-8%
OCCn1c(SCCOc2ccccc2)nc2ccccc21	8%	-5%	11%	3%	-28%[57.5 µM]	25%	0%	i	-1%
CCOC(=O)C1=C[C@@H](C(C)(C)C)N(S(=O)(=O)c2ccc(C)cc2)[C@H]1c1ccc(C)cc1	15%	.	22%	?	-65%[inhibitor]	10%	-4%	i	25%
COc1cccc(C(=O)NCCS(=O)(=O)N2CCCC2)c1	16%	-2%	5%	11%	i	7%	-3%	i	2%
COc1ccccc1NC(=O)C(=O)NCCC1CCCCN1S(=O)(=O)c1ccccc1 (configuration not stated)	9%	0%	0%	?	-7%	7%	-4%	i	3%
COc1cccc(N2CCN(c3nc(-c4ccccc4C)cc(=O)[nH]3)CC2)c1	?	-3%	-23%	?	-93%[inhibitor]	6%	-4%	i	?
NS(=O)(=O)c1ccc(CCNC(=O)c2ccc(=O)[nH]c2)cc1	-9%	3%	16%	1%	i	-3%	0%	i	5%
Cc1ccc(NC(=S)N2CCN(Cc3ccc4c(c3)OCO4)CC2)c(C)c1	-16%	.	3%	?	-18%	-2%	1%	i	13%
O=C(c1cccc(NS(=O)(=O)c2cccc(F)c2)c1)N1CCCC1	7%	1%	-4%	-14%	i	1%	0%	i	2%
Nc1nc(-c2cccc(F)c2)cs1	13%	2%	-3%	6%	-5%	-29%	-22%	i	-14%
CC(=O)N1CCC(C(=O)Nc2ccc3c(c2)CCC3)CC1	5%	0%	-5%	6%	i	-9%	-4%	i	-3%
O=S(=O)(NCCc1ccccc1)c1ccc(Br)cc1	?	1%	-12%	?	i	18%	13%	i	4%
c1ccc2c3n(nc2c1)CCCCO3	22%	1%	15%	5%	i	0%	7%	i	-25%
Cc1cc(C)nc(SCC(=O)NC2=NN=C(c3ccc(Br)cc3)CS2)n1	0%	1%	?	-29%	i	-25%	11%	i	29%
COc1ccc(S(=O)Cc2ccc(C(=O)N3CCN(c4cccc(C)c4C)CC3)o2)cc1 (configuration not stated)	20µM*	3%	2%&-27%	7.1µM*!	-9%	3%&-16%	5%	i	5%&-17%
Cc1ccc2nc(SCC(=O)c3c(N)n(C)c(=O)n(C)c3=O)[nH]c2c1	.	-1%	-8%	40%[activator]	-12%	0%	-3%	i	52%

Laid out differently: results already given
| smiles | TDP43 rescue | Mm-Cpn inhibitor | GLP1R cytotox | GLP-1R inv ag | PTHR1 ag | Abeta rescue | aSyn rescue | pAkt inh | FUS yeast rescue |
| --- | --- | --- | --- | --- | --- | --- | --- | --- | --- |
| COC(=O)c1cc(C)nc2c1c(=O)nc(SCc1c(C)cc(C)cc1C)n2C1CC1 | ? | . | -6% | ? | -68%[inhibitor] | -68%[inhibitor] | . | . | 34% |
| CCOC(=O)N1CCC(NC(=O)C2CCCCN2S(=O)(=O)c2ccc(F)cc2)CC1 (configuration not stated) | 21% | 0% | 3% | 7% | -13% | 16% | 5% | i | 11% |
| Cc1ccn2c(=O)cc(COc3cccc(NC(=O)Nc4cccc(Cl)c4C)c3)nc2c1 | 12% | . | 4% | 0% | i | -7% | . | . | -14% |
